Source: PubChem BioAssay (National Center for Advancing Translational Sciences (NCATS))
TDP1 cell noCPT: qHTS for Inhibitors of human tyrosyl-DNA phosphodiesterase 1 (TDP1): qHTS in cells in absence of CPT. Potency, µM (highest dose often 46.2 µM), without a hit: at the highest dose activity change, negative = growth inhibition, most hits filed as inhibitors. 420,000 tested, 15% active. DT40 Tdp1-/- hTDP1 cells, no CPT, ATP luminescence, 48 h. AID 686978, 2013; also: nearly all actives have a fitted effect of over 55% in size
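Luminescent ATP content (CellTiter-Glo) served as the growth readout. Knockout chicken DT40 cells expressing human TDP1 were exposed to compounds without camptothecin for a minimum 48 hr at 37 °C.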
N370S GC mod: inhibits or activates N370S mutant glucocerebrosidase; P04062; 330,000 tested, 0.092% active; Potency, µM (series often up to 59.4 µM), for the others: top-dose activity change, negative = inhibition, usual class: inhibitors; AID 2101; N370S GC spleen homogenate, 4MU-glucoside fluorescence;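 also: 0% = full enzyme activity and -100% = no enzyme basal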
TDP1 block: TDP1 (human) enzyme inhibition; recombinant TDP1, AlphaScreen DNA substrate cleavage; 350,000 tested, 0.28% active; Potency, µM (top dose mostly 130 µM), without a hit: at the top dose activity change, negative = inhibition, most hits filed as inhibitors; AID 485290; also: nearly all actives have a fitted effect of over 40% in size
Target sequence (Q9NUW8 whole entry, looked up): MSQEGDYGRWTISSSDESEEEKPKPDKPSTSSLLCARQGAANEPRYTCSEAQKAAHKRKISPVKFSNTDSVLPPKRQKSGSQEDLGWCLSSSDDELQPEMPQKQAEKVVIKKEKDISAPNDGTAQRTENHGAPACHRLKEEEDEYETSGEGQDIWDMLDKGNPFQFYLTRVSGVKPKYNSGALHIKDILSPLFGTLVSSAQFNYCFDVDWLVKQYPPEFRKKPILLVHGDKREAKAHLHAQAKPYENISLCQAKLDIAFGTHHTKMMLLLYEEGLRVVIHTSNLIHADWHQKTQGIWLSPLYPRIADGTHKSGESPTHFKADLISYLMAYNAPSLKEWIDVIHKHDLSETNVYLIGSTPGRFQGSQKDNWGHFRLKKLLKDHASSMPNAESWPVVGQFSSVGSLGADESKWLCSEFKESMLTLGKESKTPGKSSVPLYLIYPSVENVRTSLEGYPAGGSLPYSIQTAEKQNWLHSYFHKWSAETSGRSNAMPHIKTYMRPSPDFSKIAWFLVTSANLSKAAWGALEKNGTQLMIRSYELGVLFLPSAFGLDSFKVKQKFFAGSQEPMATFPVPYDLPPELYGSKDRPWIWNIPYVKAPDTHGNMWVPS
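Recombinant human Tdp1 (E. coli-expressed, 1 nM final) preincubated with compounds 15 min at room temperature, then 5'-biotin/3'-phosphotyrosine-FITC DNA substrate (15 nM final) added for 5 min. AlphaScreen beads (10 ug/ml final) added 10 min; cleavage lowers signal.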
* = called active by the depositor; ? = inconclusive; / = not tested or not shown; & = joins results of further samples; [ ] = dose if it differs, or a comment. Calls follow the shape of the dose curve; as a rule, active = well fitted curve in the direction sought with a large enough effect; inconclusive = small, poorly fitted or top-dose-only effect, or another doubt; inactive = no such curve, though single readings can be large; an effect the other way counts as inactive or inconclusive. Unless noted, % is scaled to controls: 0 for no effect and ±100 for the full control effect; potency is read from the fitted curve at half-maximal effect. An excerpt; the hit share may differ from the screen's.

Preview, 5 compounds:
compound	TDP1 cell noCPT	N370S GC mod	TDP1 block
CC(=O)c1ccc(NC(=O)CSc2nc3c(=O)n(C)c(=O)n(C)c3n2C)cc1	-13%	/	0%
CN(Cc1ccco1)c1ncnc2ccc(-c3cccnc3)cc12	18µM*	-12%&1%	-7%[56.1 µM]
Cc1[nH]c2ccccc2c1C(=O)COC(=O)C1CCC(=O)N1 (stereo not given)	?	-4%	2%
Cc1cc(/C=N/NC(=O)c2cccc(F)c2)c(C)n1-c1ccccc1	29µM*	21%	7%
C=CCNC(=S)N/N=C/c1cccc([N+](=O)[O-])c1	?	1%	-2%

The listing, repeating the preview:
compound	TDP1 cell noCPT	N370S GC mod	TDP1 block
CC(=O)c1ccc(NC(=O)CSc2nc3c(=O)n(C)c(=O)n(C)c3n2C)cc1	-13%	/	0%
CN(Cc1ccco1)c1ncnc2ccc(-c3cccnc3)cc12	18µM*	-12%&1%	-7%[56.1 µM]
Cc1[nH]c2ccccc2c1C(=O)COC(=O)C1CCC(=O)N1 (stereo not given)	?	-4%	2%
Cc1cc(/C=N/NC(=O)c2cccc(F)c2)c(C)n1-c1ccccc1	29µM*	21%	7%
C=CCNC(=S)N/N=C/c1cccc([N+](=O)[O-])c1	?	1%	-2%
O=C(NCc1n[nH]c(=S)n1-c1cccc(Cl)c1)c1cccs1	-8%	-3%	-1%
Cn1cnnc1Sc1nc2ccccc2nc1NS(=O)(=O)c1ccccc1	-2%	-11%	2%
O=C(N/N=C/c1cn[nH]c1-c1ccc(F)cc1)c1ccncc1	-15%	-8%	8%
CC(C)Cn1c(N)c(C(=O)COC(=O)c2cccn2C)c(=O)n(C)c1=O	16µM*	/	1%
O=C(CSc1nnc(-c2ccc(F)cc2)o1)N1CCN(C(=O)c2ccco2)CC1	-25%	1%	0%
Cc1ccc(NC(=O)Nc2ccc3c(c2)C(=O)OC3)cc1Cl	-13%	3%	/
CC(C)c1ccc(S(=O)(=O)N2CCN(C(=O)c3ccncc3)CC2)cc1	?	/	1%
Nc1ccc(C(=O)OCC(=O)N2CCOCC2)cc1[N+](=O)[O-]	22%	-1%	1%
COc1cccc(CC2(CO)CCCN(Cc3c(C)cc(C)cc3-n3cccn3)C2)c1 (stereo not given)	15µM*	-5%	/
COc1ccccc1N(C)S(=O)(=O)c1ccc(C(=O)OCC(=O)Nc2ccc(C(N)=O)cc2)cc1	?	/	0%
Cc1ccc(C(=O)NCCNC(=O)COc2ccccc2Cl)cn1	-17%	-5%	10%
Cc1nc2cc3ccccc3cc2n1C	?	-2%	5%
COC(=O)[C@@H]1C[C@H]1[C@@H](NC(=O)c1cccnc1)c1ccccc1	/	9%	1%
COc1ccc(-c2ccc(OC)c([C@H]3[C@H]4C=CC[C@@H](C)[C@@H]4C(=O)N3Cc3ccccc3)c2)cc1OC	16µM*	4%	2%
CCc1nc(SCc2cc(=O)c3cc(C)ccc3[nH]2)n[nH]1	-26%	/	8%

Another view of three compounds above.
Compound: Cc1cc(/C=N/NC(=O)c2cccc(F)c2)c(C)n1-c1ccccc1
  TDP1 cell noCPT: 29µM*	N370S GC mod: 21%	TDP1 block: 7%

Compound: C=CCNC(=S)N/N=C/c1cccc([N+](=O)[O-])c1
  TDP1 cell noCPT: ?	N370S GC mod: 1%	TDP1 block: -2%

Compound: O=C(NCc1n[nH]c(=S)n1-c1cccc(Cl)c1)c1cccs1
  TDP1 cell noCPT: -8%	N370S GC mod: -3%	TDP1 block: -1%

(further entries)
compound	TDP1 cell noCPT	N370S GC mod	TDP1 block
Cc1cc(C(=O)CSc2nnc(Nc3ccccc3F)s2)c(C)n1CC1CCCO1 (stereo not given)	?	-7%	4%
COc1cccc([C@@H]2Oc3ccc(Br)cc3C(=O)[C@H]2O)c1	/	-10%	5%
COc1ccc(-c2cc(-c3cc(C)ccc3O)[nH]n2)cc1	?	6%	12%
CCN(CC)c1ccc(C=Nc2ccccc2C)c(O)c1	9%	-8%	-3%
CCOc1ccc(NC(=O)C2CC(=O)N(CCc3ccccc3)C2)cc1OC (stereo not given)	-1%	/	1%
COc1ccc(C(=O)NCC(=O)OCC(=O)NCc2cccs2)cc1	5%	-4%	3%
O=C(Cn1nc(CNc2ccc(Br)cc2)[n+]2c1CCCCC2)c1ccc([N+](=O)[O-])cc1	12µM*	-18%	3%
CCOC(=O)C1(CCOc2ccccc2)CCN(Cc2ccc(O)c(OCC)c2)CC1	?	3%	/
Cc1cc(C)c(C#N)c(Nc2ccccc2F)n1	0%	2%	/
CC(=O)Nc1ccc(NC(=O)Cn2ccc([N+](=O)[O-])n2)cc1	-4%	-2%	1%
COC(c1ccccc1)c1nnc(CCC(=O)N2CCN(Cc3cccs3)CC2)o1 (stereo not given)	9%	8%	-3%
CCC(CO)NCc1ccc(Br)cc1 (stereo not given)	9%	-7%	-3%
Cc1ccc(N2CCN(CCc3nc4cc(NC(=O)c5ccco5)ccc4n3C)CC2)cc1	?	0%	6%
COc1cccc(/C=C2/C(=O)NN(c3ccc(F)cc3)C2=O)c1	-19%	2%	/
COCCNC(=S)N1CCN(Cc2ccc3c(c2)OCO3)CC1	-3%	-19%	4%
CO[C@]1(NC(=O)C(C(=O)O)c2ccc(O)cc2)C(=O)N2C(C(=O)O)=C(CSc3nnnn3C)COC21 (stereo not given in full)	-9%	1%	-13%
O=C(c1sc2cccc(Cl)c2c1Cl)N1CCN(CCc2ccccn2)CC1	?	-15%	6%
Cc1cc(C)cc(NC(=O)NN2C(C)CCCC2C)c1 (stereo not given)	-9%	5%	0%
COCCNC(=O)COC(=O)/C=C/c1cnc2ccccc2n1	-3%	?	5%
CN1C(=O)C(C)(C)c2cc(S(=O)(=O)N3CCCC3C(=O)Nc3ccc(F)cc3)ccc21 (stereo not given)	?	/	-3%
CCCOC(=O)c1ccc(NC(=O)CC(C)(C)C)cc1	?	2%	6%
Cc1cccc(NC(=O)CN2C(=O)N/C(=C/c3cc(C)n(C)c3C)C2=O)c1	0%	0%	5%
COc1cccc(NC(=O)Nc2cc(C)ccc2F)c1	-31%	6%	0%
CCN(CC)c1nc2ccccc2nc1C(C#N)C(=O)NCCc1ccccc1 (stereo not given)	?	?	4%
O=C(COc1ccc(Br)cc1)N1CCN(S(=O)(=O)/C=C/c2ccccc2)CC1	?	-15%	5%
COc1cc(CNC(C)c2ccccc2)cc(Br)c1OCc1ccccc1 (stereo not given)	9.2µM*	-28%	/
CCOc1ccc(NC(=O)C(CC)NC(=O)c2ccccc2CO)cc1 (stereo not given)	7%	-2%	0%
Cn1ncc(Br)c1C(=O)Nc1ccc(Cl)cn1	-8%	7%	5%
O=C(Cn1cnc2ccccc2c1=O)c1ccc(Br)cc1	-5%	2%	0%
CN(C)c1ncnc2ccc(-c3cccnc3)cc12	23µM*	-10%	/
CCOc1cc(N2CCOCC2)c(OCC)cc1NC(=O)CSc1cccc[n+]1[O-]	?	2%	?
CCn1c(SCC(=O)Nc2nc3ccc(C)cc3s2)nc2c(c1=O)SC(C)C2 (stereo not given)	10µM*	?	-2%
O=C(COC(=O)C1CCCC1)Nc1cccc(Cl)c1Cl	-22%	/	-1%
COc1ccc(-n2nc(C(=O)NCc3ccco3)c3c4ccccc4n(C)c3c2=O)cc1Cl	10µM*	-5%	-1%
Cc1nc2ccccc2c(=O)n1NC(=O)C1CC1	0%	-2%	-8%
COc1ccc(OC)c(NC(=O)c2nnn(Cc3ccc(Br)cc3F)c2N)c1	18µM*	2%	7%
COc1ccc(CCC(=O)NC2CCCCC2)cc1	15%	?	2%
Cc1c(NC(=O)c2cccnc2Cl)c(=O)n(-c2ccccc2)n1C	-10%	-4%	/
C/C=C/c1ccc(OCCn2cncn2)c(OC)c1	5%	7%	-3%
COc1cc(C(=O)Nc2ccccc2N2CCCCC2)cc(OC)c1OC	21µM*	0%	/
Cc1cc(-c2csc(NC(=O)c3cccc(S(=O)(=O)N(C)C)c3)n2)c(C)n1-c1ccccc1	6%	-6%	3%
CCc1cccc(CC)c1NC(=S)NCCc1c(C)[nH]c2ccccc12	?	14%	11%
COC(=O)[C@]1(Cc2ccccc2)N[C@H](CN(C)C(=O)c2ccc(F)cc2)[C@@H]2C(=O)N(C)C(=O)[C@@H]21	-3%	/	1%
C#CCOCCOCCOCCNc1nc(N2CCN(C(=O)[C@H](CC(N)=O)n3cc([C@@H](N)C(C)C)nn3)CC2)nc(N2CCN(C(=O)[C@H](CC(N)=O)n3cc([C@@H](N)C(C)C)nn3)CC2)n1	9%	/	1%
C=CCn1c(=N)n(CC(O)c2ccco2)c2ccccc21 (stereo not given)	-25%	3%	0%
COC(=O)N/N=C/c1ccc(OC(=O)c2ccco2)c(OC)c1	2%	-3%	-7%
CCCCOc1cccc(C(=O)N(Cc2ccccc2)C2CCS(=O)(=O)C2)c1 (stereo not given)	15µM*	-8%	-10%
COC(=O)[C@@]1(Cc2ccc(F)cc2)[C@H]2c3cc(C(=O)N(C)C)n(C)c3C[C@H]2CN1C(=O)c1ccccc1	?	22%	13%
CCCn1nnnc1COc1ccc(C(N)=O)cc1	9%	-22%	/
O=C(NC1CCCc2ccccc21)C1CCC(CNS(=O)(=O)c2cccc3nsnc23)CC1 (stereo not given)	?	4%	4%
CCCCCCCc1ccc(-c2ccc(O)cc2)nc1	-30%	5%	-2%
COC(=O)CCC(=O)c1oc2ccccc2c1NC(=O)CCCN1C(=O)c2ccccc2C1=O	0%	-21%	4%
COc1ccccc1CNC(=O)C(C)Oc1ccccc1 (stereo not given)	-7%	1%	5%
O=C(Nc1ccc(F)cc1)c1ccc2c(c1)S(=O)(=O)N=C1CCCCCN12	22%	/	0%
CC(C)Cc1nnc(NC(=O)CSc2nc(-c3ccccc3)cc(=O)[nH]2)s1	?	?	3%
Fc1ccc(F)c(CNc2ncnc3cc(Cl)ccc23)c1	15µM*	4%	/
COc1ccc(/C=C2\CCCC3C2=NN(C(=O)c2scnc2C)C3c2ccc(OC)cc2)cc1 (stereo not given)	?	4%	8%
Cc1cccc2c1cnn2C(=O)Nc1ccc(Br)cc1F	2%	-7%	/
COc1ccc(C(=O)NC2CCN(C(=S)Nc3cccc(C)c3)CC2)cc1	-24%	9%	2%
COc1ccccc1Nc1cc(C(=O)NCc2cccnc2)c2ccccc2n1	?	4%	/

The results go on.
compound	TDP1 cell noCPT	N370S GC mod	TDP1 block
COc1cccc(C=Nc2ccccc2C(=O)Nc2nccs2)c1OC	?	?	/
Brc1ccccc1C1N=C(c2ccccc2)NO1 (stereo not given)	-17%	-5%	3%
O=C(Cn1nnc2c(cnn2-c2ccc(F)cc2)c1=O)OC1CCCCC1	-18%	5%	5%
Cc1cc(C)nc(SCC(=O)Nc2ccc3c(c2)OCO3)n1	0%	6%	1%
Cc1ccc(NC(=O)c2ccc(NS(=O)(=O)c3cccc4cccnc34)cc2)cc1	-24%	25%	/
CCN(CC)CCNC(=O)c1cn(CCOC)c(=O)c2c1c1ccccc1n2C	?	?	5%
CN1CCN(NC(=O)c2ccc(F)cc2)CC1	-3%	1%[12.8 µM]	1%
Cc1ccc(C(=O)NN2CCOCC2)cc1[N+](=O)[O-]	1%	4%	1%
Oc1ccccc1C1=Nc2ncnn2C(c2ccc(F)cc2)C1 (stereo not given)	?	-1%	-7%
O=c1c(-c2ccccc2)c(O)cc(-c2ccncc2)n1-c1ccc(Cl)cc1	?	8%	-5%
COCCN(Cc1cc2c(C)cc(C)cc2nc1Cl)C(=O)c1ccccc1F	8.2µM*	24%	0%
Cn1c(SCc2cccc(Br)c2)nc2c1c(=O)[nH]c(=O)n2C	-29%	2%	/
COc1ccc(CN(CC(O)COCc2ccccc2)S(=O)(=O)c2ccccc2Br)cc1 (stereo not given)	-18%	/	-2%[56.1 µM]
O=C(Nc1ccon1)c1ccc(Br)s1	-6%	-18%	-2%
Cc1ccc2c(c1)c1c3n2CCN(CCC(=O)O)C3CCC1 (stereo not given)	2%	-5%	6%
CC1SC(c2cccc(Cl)c2)NC1=O (stereo not given)	-16%	1%	5%
CN(CCc1ccccn1)C(=O)CCC1CCCN(C(=O)CN2CCCCCC2)C1 (stereo not given)	7%	-3%	2%
Cc1nnc(SCC(=O)c2ccc([N+](=O)[O-])cc2)s1	?	1%	3%
Cc1ccc(S(=O)(=O)NCC2CCC(C(=O)NCc3ccccn3)CC2)cc1 (stereo not given)	-6%	0%	2%
CC(=O)N[C@@H](CC(=O)O)C(=O)O	2%	-21%	5%[56.1 µM]
O=C(OCCCN=C1NS(=O)(=O)c2ccccc21)c1ccccc1F	-26%	8%	-1%
